NadD block: inhibitors of Staphylococcus aureus NadD. purified NadD enzyme, colorimetric absorbance read-out. inhibition, % at 20 µM. hit rate 0.78% among 360,000. AID 602399; in the data active = inhibition above about 26%; note: some compounds past the cut are filed as inactive
Rin1-Abl PPI inh: inhibitors of human Rin1-Abl protein interaction | P00519+Q13671 | TR-FRET Rin1/Abl binding, biochemical | inhibition, % at 7.35 µM | hit rate 0.4% among 360,000 | AID 588664; in the data active = inhibition above about 5%, passing the limit was not always enough
Rpn11 inh: Rpn11 (human) deubiquitinase inhibition; O00487; human 26S proteasome, Ub4-pepOG fluorescence polarization; 20S core pre-blocked with epoxomicin; calls only at 20 µM; hit rate 0.59% among 360,000; AID 588493;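 active = inhibition at 20 µM, scaled to each plate's controls, above about 33%, limit read from the data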
SUMO1-SIM PPI: modulators of human SUMO1-mediated protein-protein interactions; P63165; SUMO1 binding to a labelled peptide, TR-FRET, 1 h; inhibition, % at 20 µM; hit rate 0.33% among 360,000; AID 602429; in the data active = inhibition above about 37%
Target sequence (P63165 whole entry, looked up): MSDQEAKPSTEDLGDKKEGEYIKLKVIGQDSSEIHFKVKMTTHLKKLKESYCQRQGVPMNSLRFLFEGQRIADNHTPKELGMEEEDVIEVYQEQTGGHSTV
CSN inh: blocks human CSN-mediated cullin deneddylation. Q92905. inhibition, % at 12.5 µM. hit rate 0.38% among 360,000. Purified CSN, SCF-Nedd8-OG deneddylation, fluorescence polarization. AID 651999;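 active = pattern-corrected inhibition above about 35%, with an unprinted fluorescence ratio check between 0.5 and 1.5, limit read from the data, passing the limit was not always enough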;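 note: 0% = enzyme with substrate and 100% = substrate without enzyme; some results filed as inactive read as strong as hits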
Target sequence (Q92905 whole entry, looked up, one chain of several): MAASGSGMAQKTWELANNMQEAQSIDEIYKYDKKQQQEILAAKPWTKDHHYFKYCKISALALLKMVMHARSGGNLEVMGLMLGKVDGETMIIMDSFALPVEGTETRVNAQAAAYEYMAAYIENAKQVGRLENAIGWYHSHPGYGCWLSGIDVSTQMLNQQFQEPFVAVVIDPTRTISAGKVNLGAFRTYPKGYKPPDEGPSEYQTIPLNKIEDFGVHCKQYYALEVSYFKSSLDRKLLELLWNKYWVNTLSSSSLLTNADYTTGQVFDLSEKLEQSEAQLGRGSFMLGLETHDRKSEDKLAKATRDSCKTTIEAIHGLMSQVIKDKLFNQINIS
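Test system: purified human Csn5 enzyme expressed in HEK293T cells. Amount: 0.24 nM enzyme. Reagent: SCFSkp2-Nedd8OG substrate at 10 nM final. Schedule: 90 min incubation of compound, enzyme and substrate at room temperature. Detection: fluorescence polarization. Read-out: % inhibition of substrate cleavage by Csn5.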
DNMT1 inh: inhibitors of human DNMT1 | P26358 | DNMT1 molecular beacon, Hinp1I cleavage, fluorescence | inhibition (reported as % activation of signal), % at 10 µM | hit rate 0.83% among 360,000 | AID 588458; in the data active = inhibition above about 50%
LMPTP inh: LMPTP (human) inhibition. P24666. recombinant LMPTP-A, OMFP fluorogenic substrate, fluorescence intensity. inhibition, % at 20 µM. hit rate 0.22% among 360,000;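 active = compounds that cut the enzyme signal by at least half of the control window in the single-dose screen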;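 note: plate controls were DMSO wells with enzyme plus substrate for no effect and substrate without enzyme for full effect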
Target sequence (P24666 whole entry, looked up): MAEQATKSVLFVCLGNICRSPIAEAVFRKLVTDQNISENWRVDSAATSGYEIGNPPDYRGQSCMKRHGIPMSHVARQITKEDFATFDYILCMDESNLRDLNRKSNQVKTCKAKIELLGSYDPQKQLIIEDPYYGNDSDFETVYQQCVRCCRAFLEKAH
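Assay system: LMPTP-A, protein tyrosine phosphatase of low molecular weight / Medium: pH 6.0 Bis-Tris buffer with DTT and Triton X-100 / Schedule: 50 min enzyme reaction at room temperature, protected from light / Measured by: endpoint fluorescence intensity from OMFP dephosphorylation / Read-out basis: % inhibition relative to no-enzyme and uninhibited control wells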
Neddylation inh: blocks human cullin neddylation | AID 651699 | calls only at 25 µM | P61081+Q13564 | TR-FRET cullin neddylation, biochemical | hit rate 0.58% among 360,000; in the data active = inhibition above about 36%
STEP block: STEP (human) phosphatase inhibition | P54829 | recombinant STEP, OMFP fluorogenic substrate, fluorescence | inhibition, % at 20 µM | hit rate 0.25% among 360,000 | AID 588621;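 active = inhibition at 20 µM, scaled per plate between control wells, above about 37%, limit read from the data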;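 note: 0% = DMSO with enzyme and substrate and 100% = substrate only without enzyme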
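Measure: Control-normalized % inhibition with plate pattern correction | Test system: STEP phosphatase, cell-free reaction | Medium: pH 6.0 Bis-Tris with DTT and Tween 20 | Technique: Fluorescence, 480/540 nm | Times: Reaction 20 min, ambient temperature | Doses: Single compound dose of 20 µM, 1% DMSO final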
Scp1 inh: blocks human Scp-1 phosphatase activity; Q9GZU7; Recombinant Scp1, phosphopeptide, malachite green phosphate absorbance; inhibition, % at 20 µM; hit rate 0.88% among 340,000;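 active = inhibition above about 50% at 20 µM, limit read from the data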;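 note: plate controls were DMSO wells with enzyme for no effect and wells lacking enzyme for full effect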
Target sequence (Q9GZU7 76-261 limits assumed): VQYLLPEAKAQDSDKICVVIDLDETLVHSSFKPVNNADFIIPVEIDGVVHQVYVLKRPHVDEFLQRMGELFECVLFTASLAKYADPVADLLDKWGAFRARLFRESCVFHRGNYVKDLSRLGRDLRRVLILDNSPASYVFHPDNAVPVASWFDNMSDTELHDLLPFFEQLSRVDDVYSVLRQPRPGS
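System: SCP-1 catalytic domain; Reagent: Phospho 17-mer peptide substrate; Doses: one concentration, 20 µM, with 1.0% DMSO; Incubation: 45 min room-temperature reaction, 5 min colour, 30 min stabiliser; Signal: Phosphate-binding colour reagent, absorbance read at 630 nm.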
Active calls of the source: *; i = inactive; / = not tested or not shown; + = active, no number.

mol | NadD block | Rin1-Abl PPI inh | Rpn11 inh | SUMO1-SIM PPI | CSN inh | DNMT1 inh | LMPTP inh | Neddylation inh | STEP block | Scp1 inh
CCCCC1CC2=C(C(=O)OC(C)(C)O2)C(c2cccc3ccccc23)O1 (stereo not drawn) | -4 | 5 | i | 4 | -2 | -4 | 3.8 | i | 3 | /
Cc1cc(C)cc(NC2=NCC(=O)N2Cc2ccccc2)c1 | -5 | -1 | i | -1 | -2 | 1 | 0.7 | i | 0 | 0
Cc1cc2nn(-c3cccc4ccccc34)nc2cc1N | 23 | 0 | i | -9 | 3 | -5 | 0.8 | / | 1 | 48
Cc1ccn2cc(C34CC5CC(CC(C5)C3)C4)nc2c1 | -8 | 2 | i | 2 | 4 | 1 | -0.7 | i | 1 | -1
CCN1C(=O)/C(=C2/Sc3ccccc3N2CC)S/C1=N\c1ncn[nH]1 | 12 | -10 | + | 7 | 136 | -2 | 1.5 | i | 0 | 4
CCOC(=O)c1c(CSc2ccc(C)cc2)n(C)c2cc(Br)c(O)c(CN(C)C)c12 | 8 | 3 | i | 6 | 1 | -4 | 3.4 | i | 5 | 2
COc1ccc2c(c1)cc(C(=O)N[C@H](C(=O)N1CCC[C@H]1C(=O)O)C(C)C)n2C | -5 | 3 | i | 4 | 2 | 1 | 0.2 | / | 0 | 1
O=C(COC(=O)c1ccc2c(c1)S(=O)(=O)c1ccccc1C2=O)NC1CC1 | 1 | 0 | i | -27 | 1 | -1 | -1.5 | i | 13 | -9
CC(=O)N1CCN(Cc2cc(=O)oc3cc(C)cc(C)c23)CC1 | -3 | 3 | i | 4 | 1 | 4 | -0.2 | i | 0 | /
CCCCn1c(N)c(N(CC(C)C)C(=O)C2CC(=O)N(c3ccc(CC)cc3)C2)c(=O)[nH]c1=O (stereo not drawn) | 0 | 5 | i | 1 | 1 | 6 | -1.1 | i | -2 | -3
CCN(CC)CCN(Cc1cc2cc3c(cc2[nH]c1=O)OCCO3)C(=S)NCCOC | 0 | -1 | i | -6 | 4 | 0 | -1.9 | i | 3 | /
O=C(CN1CCOCC1)NCc1cc([N+](=O)[O-])ccc1O | 6 | -2 | i | -13 | 3 | 3 | -0.7 | i | -3 | -5
COC(=O)C1=C(C(=O)c2ccccc2)C(c2ccccc2)n2nnnc2N1 (stereo not drawn) | 5 | 1 | i | -5 | -1 | -3 | -4.0 | i | -2 | -8
Cn1c2ccccc2c2cc(/C=N/NC(=O)c3ccc(O)cc3O)ccc21 | 40* | -3 | i | 7 | 4 | -8 | 1.0 | + | 2 | -8
O=C(Nc1ccc(-c2cnco2)cc1)c1ccccc1 | -4 | 1 | i | 3 | -1 | 0 | 0.1 | i | 1 | -13
Cc1cc(-c2ccccc2)n2ncnc2n1 | -1 | 0 | i | 5 | -1 | 3 | -2.3 | i | -1 | -11
CCCN1CCN(CCCNC(=O)CN2C(=O)c3cccnc3Oc3ccc(Cl)cc32)CC1 | -7 | 0 | i | -4 | -2 | 4 | -9.5 | i | 1 | 0
CCN(CC)C(=O)C1CCC(CNS(=O)(=O)c2cccc3cccnc23)CC1 (stereo not drawn) | 6 | 0 | i | 2 | -6 | 0 | -1.0 | i | 1 | 0
O=C1CN(S(=O)(=O)c2cc(Cl)ccc2Cl)CCN1 | -2 | 3 | i | -1 | -5 | 0 | -0.8 | i | 2 | 2
N#Cc1cccc(NC(=O)CN2C(=O)NC3(CCCCCC3)C2=O)c1 | -2 | 0 | i | 2 | -6 | 4 | -0.3 | i | -2 | 2
CC(=O)Nc1ccc(Sc2ccc([N+](=O)[O-])o2)cc1 | 3 | -1 | i | -3 | 1 | 10 | 0.1 | i | 1 | -4
CN1C(=O)C(CC(=O)NC2CCCCC2)SC1=Nc1ccccc1 (stereo not drawn) | -5 | -1 | i | 2 | 7 | 0 | 0.3 | i | 2 | 1
O=C(CCC(=O)N1CCOCC1)Nc1nnc(C2CCCCC2)s1 | 1 | 2 | i | -4 | -3 | 7 | -1.6 | i | -2 | -10
CC(=O)Nc1ccc(-n2nnnc2SCC(=O)NCc2cccs2)cc1 | -3 | 1 | i | 0 | -1 | -3 | -1.2 | i | -1 | -8
Cc1nc(SCC(=O)O)c2oc3ccccc3c2n1 | 0 | -9 | i | 13 | 1 | 4 | -1.8 | i | -2 | 0
CCCn1c(C(C)NC(=O)c2ccccc2)nc2ccccc21 (stereo not drawn) | -5 | -1 | i | -4 | 0 | 1 | 0.3 | i | 0 | -7
Nc1cc(N)cc(Cc2ccccc2)c1 | 33* | -1 | i | -3 | 5 | -12 | 0.1 | i | -3 | /
C(=Cc1cnc2ccccc2n1)c1ccc2c(c1)OCO2 | -1 | -5 | i | -3 | -13 | 1 | 0.1 | / | -3 | /
CCCCn1c(O)c(C=NCCCN(C)C)c(=O)[nH]c1=O | -2 | -1 | i | -2 | 3 | 2 | -9.3 | i | 1 | 6
Cc1ccc(-n2c(SCC(=O)NCC3CCCO3)nc3ccccc3c2=O)cc1C (stereo not drawn) | 0 | -2 | i | 7 | -1 | -9 | 0.0 | i | 0 | -7
O=C(Nc1ccc2c(c1)nc1n2CCN(C2CCCCC2)C1)c1ccco1 | 18 | 1 | i | -5 | 6 | -8 | 16 | i | -1 | -1
O=C(CCn1c(=O)sc2ccccc21)Nc1cccnc1 | -4 | -2 | i | -4 | -5 | 2 | -1.9 | i | -4 | 6
COc1ccccc1-c1cnc(C(O)c2ccc(CN3CCCCC3)cc2)[nH]1 (stereo not drawn) | -5 | 4 | i | 16 | -3 | 6 | 0.4 | i | 3 | /
COCCNC(=O)CN1C(=O)NC2(CCCCCC2)C1=O | -7 | 2 | i | 14 | -4 | -5 | -0.4 | i | -3 | 1
CCCCSc1nc(N)c(C#N)c(-c2cccs2)c1C#N | -11 | -5 | i | 1 | 0 | -18 | 5.0 | i | 1 | -13
CCN(CC(=O)Nc1ccc(NC(C)=O)cc1)C(=O)c1cccc(S(=O)(=O)N2CCc3ccccc3C2)c1 | 6 | -3 | i | 5 | 3 | -1 | -0.4 | i | 2 | -1
CN(C)S(=O)(=O)c1cccc(NC(=O)CSc2ncnc3ccccc23)c1 | 7 | -4 | i | -4 | 5 | -4 | 1.1 | i | 0 | 10
Cc1ccc(-c2nnc(CSc3nnc(COc4cccc5ccccc45)n3-c3ccccc3)o2)cc1 | -3 | 2 | i | -1 | -1 | -3 | 9.1 | i | 1 | -4
COc1ccc(CN2CCC(C(=O)c3cccc(Cl)c3)CC2)cc1 | -3 | 5 | i | 1 | 5 | 1 | -0.1 | i | 1 | -1
Cc1ccc(-n2ncc3c(=O)n(-c4ccc(C)c(C)c4)c(C)nc32)cc1 | -4 | 2 | i | -3 | 2 | -2 | 1.8 | i | 2 | -14
CCN(CC(=O)Nc1ccc(C)c(S(=O)(=O)N(C)C)c1)Cc1ccccc1 | -6 | 2 | i | 4 | -1 | -1 | -1.1 | i | 1 | -8
COc1ccc(C2c3[nH]c4ccccc4c3CCN2Cc2cccn2-c2ncccn2)cc1C (stereo not drawn) | 19 | 7 | i | -11 | 3 | -23 | 5.2 | i | 2 | 5
COc1cc([C@H]2[C@@H]3CCCC[C@]3(O)CCN2CC(=O)Nc2ccc(C)cc2C)ccc1O | -1 | 5 | i | 2 | 6 | -11 | 1.3 | i | 1 | -2
Cc1cc(C)n(C(=O)CCNC(=O)c2ccccc2Br)n1 | 7 | -1 | i | -4 | -2 | 1 | -1.6 | i | 1 | 3
COc1cccc(C(=O)N=c2sc3cc(S(C)(=O)=O)ccc3n2C)c1 | -8 | -31 | i | 32 | -6 | -6 | -1.4 | i | 0 | 6
Cc1cccc(NC(=O)/C=C/c2ccc([N+](=O)[O-])s2)c1 | 6 | -1 | i | -9 | -5 | 0 | 0.3 | i | -1 | -3
O=c1c2oc3ccccc3c2ncn1Cc1ccccc1F | -4 | 2 | i | -1 | -1 | -4 | -0.3 | i | 5 | -13
CCN(CCC#N)c1ccc(/C=N/Nc2nc(C)cc(=O)[nH]2)c(C)c1 | -3 | -6 | i | -6 | 2 | 4 | -0.6 | + | -2 | -13
O=C(C[C@@H]1CC[C@@H]2[C@H](COC[C@H](O)CN2S(=O)(=O)c2ccccc2)O1)Nc1ccccc1 | / | / | / | 0 | -4 | / | -1.3 | i | / | /
COc1ccc(/C=N/n2cnnc2SCCO)cc1OC | 0 | -2 | i | -7 | 2 | 3 | -2.4 | i | 0 | -2
O=C(Nc1ccc(F)cc1)C(CCc1ccccc1)N1CCN(Cc2c(F)cccc2Cl)CC1 (stereo not drawn) | / | / | / | -2 | 0 | / | 3.8 | i | / | /
O=C(CN1CCOCC1)Nc1ccc([N+](=O)[O-])cc1 | -5 | 2 | i | -19 | 2 | 4 | -0.9 | i | 1 | 5
CCOCc1nnc(NC(=O)c2c(-c3ccccc3)noc2C)s1 | -3 | 3 | i | 0 | 0 | -4 | -0.9 | i | 1 | 5
CCOC(=O)C(CCCOc1cccc(CC)c1)C(=O)OCC | -4 | 0 | i | -4 | 4 | 9 | 2.1 | i | -13 | -5
Cc1nnsc1-c1c(C(=O)Oc2ccccc2)c(C)nn1-c1ccccc1 | -7 | -1 | i | 8 | -4 | 1 | 1.6 | i | -1 | -30
COCCCNc1c2c(nc3ccccc13)CCC2 | 3 | -2 | i | 0 | 0 | -7 | 21 | i | -5 | /

(listing goes on)
mol | NadD block | Rin1-Abl PPI inh | Rpn11 inh | SUMO1-SIM PPI | CSN inh | DNMT1 inh | LMPTP inh | Neddylation inh | STEP block | Scp1 inh
O=C(NCc1ccccc1)/C(NC(=O)c1ccccc1)=C(/Sc1ccccn1)c1ccccc1 | 2 | 0 | i | -5 | -2 | -1 | 2.3 | i | 4 | -1
O=C(CCCN1C(=O)/C(=C/c2cccc(Br)c2)SC1=S)N1CCOCC1 | -11 | 1 | i | -20 | -2 | -2 | 0.2 | i | -1 | -5
COc1ccc(Cn2c(=O)cc(C)[nH]c2=S)cc1 | -3 | -1 | i | 0 | 2 | 0 | 1.3 | i | 0 | -7
Cc1cc(C)cc(OCC(=O)NN2C(=O)c3ccccc3C2=O)c1 | 1 | 1 | i | 1 | -9 | 11 | 0.3 | i | -3 | -8
COc1cc(S(=O)(=O)NC(Cc2c[nH]c3ccccc23)C(=O)O)ccc1NC(C)=O (stereo not drawn) | -7 | -2 | i | 10 | 5 | -3 | -0.3 | i | 1 | -2

Compound activity deposited in PubChem by several laboratories.
